Bioassay records deposited in PubChem by National Center for Advancing Translational Sciences (NCATS).
PKM2 act – PKM2 (human) enzyme activation. purified PKM2, Kinase-Glo ATP luminescence, activation; response scale: 0% is enzyme alone, no compound. hit rate 0.34% among 260,000. AID 1631. P14618. Potency, µM (highest dose often 57.5 µM), for inactives: top-dose activation, hits mostly activators; also: potency is read from the fitted curve at half-maximal effect; % is scaled to controls: 0 for no effect and ±100 for the full control effect; nearly all actives have a fitted effect of over 55% in size
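ATP formation by purified human PK-M2, quantified via coupled luciferase luminescence after 1 h at room temperature with 0.1 mM ADP and 0.5 mM PEP final.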
FLuc counter – inhibits or activates purified firefly luciferase, miR-21 counter-screen; P08659; purified FLuc, Km substrates, luminescence inhibition; Potency, µM (titrated, usually from 57.5 µM), for inactives: at the highest dose activity change, negative = inhibition, actives largely listed as inhibitors; hit rate 6.9% among 360,000; AID 588342;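 also: potency is read from the fitted curve at half-maximal effect; plate controls were vehicle for no effect and reference inhibitor for full effect; nearly all actives have a fitted effect of over 55% in size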
Target sequence (P08659 whole entry, looked up): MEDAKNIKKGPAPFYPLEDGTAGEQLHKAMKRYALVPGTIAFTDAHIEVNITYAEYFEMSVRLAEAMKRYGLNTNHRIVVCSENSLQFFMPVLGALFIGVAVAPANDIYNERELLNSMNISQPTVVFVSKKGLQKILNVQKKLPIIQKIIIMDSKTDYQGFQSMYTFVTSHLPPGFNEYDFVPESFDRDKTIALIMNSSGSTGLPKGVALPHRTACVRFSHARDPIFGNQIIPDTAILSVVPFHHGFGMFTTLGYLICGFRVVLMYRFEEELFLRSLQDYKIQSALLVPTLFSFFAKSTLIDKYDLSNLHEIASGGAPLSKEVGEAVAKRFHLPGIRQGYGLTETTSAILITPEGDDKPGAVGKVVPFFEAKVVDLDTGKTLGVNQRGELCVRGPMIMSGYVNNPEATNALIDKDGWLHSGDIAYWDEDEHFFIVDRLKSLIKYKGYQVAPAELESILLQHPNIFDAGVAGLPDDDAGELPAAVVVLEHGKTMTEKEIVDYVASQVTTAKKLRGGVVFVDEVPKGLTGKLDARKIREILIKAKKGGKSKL
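Purified P. pyralis luciferase (10nM final) with 10uM D-luciferin and 10uM ATP (Km levels) in 50mM Tris acetate pH 7.5, 10mM Mg acetate, 0.01% Tween-20, 0.05% BSA; qHTS 6-point titration, ~60 µM downward; luminescence read.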
NPC1 prom act – activators of NPC1 promoter. hit rate 2.4% among 320,000. Potency, µM (series often up to 9.22 µM), for the others: at the top dose activation, usual class: activators. Huh7 NPC1 promoter luciferase reporter, 24 h. AID 485313;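 also: potency is read from the fitted curve at half-maximal effect; % of control where 0% means no effect; nearly all actives have a fitted effect of over 60% in size; reporter is driven by a mutant NPC1 promoter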
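Stable NPC1-promoter luciferase Huh7 line; cpd (DMSO) 24 h, 37 °C, 5% CO2; Amplite luciferase reagent 10 min RT; luminescence readout. qHTS format.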
Rab9 prom act – Rab9 promoter activation; Huh7 Rab9 promoter-luciferase reporter, luminescence, 24 h; Potency, µM (series often up to 9.22 µM), for the others: top-dose activation, negative = inhibition, most hits filed as activators; hit rate 2.8% among 320,000; AID 485297; also: potency is read from the fitted curve at half-maximal effect; % of control where 0% means no effect; nearly all actives have a fitted effect of over 60% in size
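Luciferase signal after 10 min detection reagent at ambient indicates Rab9 promoter upregulation; stably transfected Huh7 cells were treated 24 h with compound in DMSO at 37 °C, 5% CO2.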
ELG1 genotoxic – genotoxicity induction in ELG1-luciferase HEK293T cells; HEK293T ELG1-luciferase reporter, luminescence, 16 h; Potency, µM (top dose mostly 46 µM), inactives show at the highest dose activity change, positive = activation, most hits filed as activators; hit rate 1.3% among 330,000; also: potency is read from the fitted curve at half-maximal effect; % of control where 0% means no effect; nearly all actives have a fitted effect of over 60% in size
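HEK293T cells expressing luciferase-tagged ELG1 were exposed to compound or DMSO vehicle for 16 hr at 37 °C and 5% CO2. Luciferase activity was then measured with ONE-Glo after 30 min at room temperature.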
Giardia killer – kills Giardia lamblia | hit rate 0.15% among 340,000 | Giardia lamblia trophozoite viability | activity change, % at 7.66 µM, hits read low; in the data active = activity change below about -80%; inconclusive = between about -30% and that limit;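 also: parasites exposed to compound for two days anaerobically before the ATP read; % is scaled to controls: 0 for no effect and ±100 for the full control effect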
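Viability, read as ATP luminescence: trophozoites at 100 cells/well, compound added, 48 hrs anaerobic at 37 deg C, then 15-30 min room-temperature development before reading.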
p53 reactivation – mutant p53 re-activation in reporter cells. H1299 p53-A138V BP100-luciferase reporter, luminescence, 24 h. Potency, µM (doses to about 92.2 µM), without a hit: at the highest dose activity change, positive = activation, hits mostly activators. hit rate 0.063% among 320,000; also: potency is read from the fitted curve at half-maximal effect; % of control where 0% means no effect; nearly all actives have a fitted effect of over 45% in size
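H1299 (p53-null), stable ts p53-A138V + BP100-Luc; 1000 cells/well, Opti-MEM/10% FBS; cpd 4 pt, 1:5; 24 h, 37 deg C, 5% CO2; detection reagent 10 min RT; luminescence.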
BRCA1 expr act – activators of BRCA1 expression; Potency, µM (series often up to 46.1 µM), inactives show top-dose activation, most hits filed as activators; hit rate 1.1% among 380,000; MCF7-BRCA1-FFLuc reporter, luminescence, 48 h; response scale: scaled: vehicle 0%, 10 µM genistein 100%; AID 624202; also: potency is read from the fitted curve at half-maximal effect; nearly all actives have a fitted effect of over 80% in size; some results filed as inactive show a strong effect at the top dose
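Activators of BRCA1 expression were detected as increased firefly luciferase luminescence in engineered MCF7 cells after 48 h compound incubation. Signals were scaled to genistein 10 microM as full activation.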
RORgamma inh – blocks mouse ROR gamma transcriptional activity; Drosophila S2 Gal4-RORgamma UAS-luciferase reporter, 20 h; Potency, µM (series often up to 53.6 µM), for the others: at the highest dose activity change, negative = inhibition, usual class: inhibitors; hit rate 5.4% among 310,000; also: potency is read from the fitted curve at half-maximal effect; % is scaled to controls: 0 for no effect and ±100 for the full control effect; nearly all actives have a fitted effect of over 60% in size
Target sequence (P51450 whole entry, looked up, the tested form may be a part): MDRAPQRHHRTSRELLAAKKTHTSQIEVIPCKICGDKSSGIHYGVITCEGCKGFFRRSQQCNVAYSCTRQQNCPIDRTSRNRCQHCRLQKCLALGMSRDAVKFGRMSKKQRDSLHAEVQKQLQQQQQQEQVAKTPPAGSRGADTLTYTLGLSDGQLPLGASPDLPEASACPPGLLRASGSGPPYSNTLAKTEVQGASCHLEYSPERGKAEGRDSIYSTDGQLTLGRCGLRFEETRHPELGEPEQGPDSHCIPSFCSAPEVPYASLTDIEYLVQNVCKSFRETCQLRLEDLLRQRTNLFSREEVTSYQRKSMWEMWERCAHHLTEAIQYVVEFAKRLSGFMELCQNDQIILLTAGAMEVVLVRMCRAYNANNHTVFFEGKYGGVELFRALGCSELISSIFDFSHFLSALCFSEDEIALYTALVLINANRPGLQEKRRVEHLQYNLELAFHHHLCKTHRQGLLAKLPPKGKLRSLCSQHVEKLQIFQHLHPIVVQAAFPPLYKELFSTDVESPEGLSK
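ROR gamma transcriptional activity was tracked as Gal4-UAS luciferase output in stably transfected Drosophila Schneider cells, with compound added 1 hr before 700 uM copper sulfate induction and a 20 hr ambient-temperature incubation.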
Gal4-VP16 FLuc – counter-screen for ROR gamma inhibitors: Gal4-VP16 reporter; Drosophila S2 Gal4-VP16 UAS-luciferase, luminescence, 20 h; Potency, µM (series often up to 53.6 µM), inactives show top-dose activity, negative = inhibition, usual class: inhibitors; hit rate 3.5% among 310,000;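 also: Gal4-VP16 expression switched on by copper sulfate through the metallothionein promoter; potency is read from the fitted curve at half-maximal effect; % is scaled to controls: 0 for no effect and ±100 for the full control effect; nearly all actives have a fitted effect of over 50% in size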
Menin-MLL TR inh – inhibitors of human menin-MLL interaction, mutant MLL peptide. O00255. hit rate 0.23% among 270,000. AID 1768. Potency, µM (series often up to 61.6 µM), for inactives: top-dose FP activity change, negative = inhibition, hits mostly inhibitors. Menin + Texas Red MLL mutant peptide, fluorescence polarization; active = well fitted inhibition curve with a large enough effect in the polarisation, with a control signal flat, not every such curve was filed as active; inconclusive = small, poorly fitted or top-dose-only effect, or effect the other way, or a change in a side signal; inactive = no such curve, though single readings can be large or run the other way; the % refers to the polarisation; also: potency is read from the fitted curve at half-maximal effect; % of control where 0% means no effect; many of its hits are not listed in these tables
Active calls of the source: *; ? = inconclusive; nt = not tested or not shown; & = joins results of further samples; [ ] = another dose, or the depositor's remark. Unless noted, calls follow the shape of the dose curve; as a rule, active = well fitted curve in the direction sought with a large enough effect; inconclusive = small, poorly fitted or top-dose-only effect, or another doubt; inactive = no such curve, though single readings can be large; an effect the other way counts as inactive or inconclusive. Not all compounds are listed; the hit share may differ from the screen's.

Under each structure: PKM2 act, FLuc counter, NPC1 prom act, Rab9 prom act, ELG1 genotoxic, Giardia killer, p53 reactivation, BRCA1 expr act, RORgamma inh, Gal4-VP16 FLuc, Menin-MLL TR inh
> COCCNC(=O)c1ccc(C(=O)NCCOC)s1
  -3%, -2%, 0%, -2%, -3%, -5, 0%, 9%, 12%, 12%, 1%
> CC(=O)C1C(=O)c2c(cccc2[N+](=O)[O-])C1=Nc1ccc(S(N)(=O)=O)cc1 (configuration not stated)
  -1%, ?, -6%, -9%, 0%, 0, 12%, -13%, -17%, 0%, ?
> COc1ccc(CCNC(=S)NC(=O)c2ccccc2)cc1OC
  5%, 4%, 0%, 2%, -5%, -14, 1%, 9%, 4.5µM*, 7.1µM*, 6%
> CCC(C(=O)NCc1ccco1)N(C(=O)CNS(=O)(=O)c1ccccc1)c1ccc(OC)cc1 (configuration not stated)
  -16%, 9%, -1%, -3%, 1%, -2, -3%, -14%, 2%, 2%, -7%
> Cc1cc(Oc2ncccc2[N+](=O)[O-])c2cc(Cl)ccc2n1
  1%, 3%, -3%, -7%, -7%, -26, 5%, -30%, -4%, -1%, nt
> CC(=O)c1ccc(N2CCN(C(=O)/C=C/c3ccc4ccccc4n3)CC2)cc1
  3%, ?, -3%, 0%, 4%, -20, 24%, -9%, 25%, 2%, -1%
> CCCn1c(C(O)c2cccc(OC)c2)nc2ccccc21 (configuration not stated)
  -10%, 4%, -1%, 1%, -3%, -22, 7%, -2%, -25%, 4%, -22%
> C/C(=N\NC(=O)CCc1ccc(S(=O)(=O)N2CCOCC2)cc1)c1ccccc1Cl
  -5%, 1%, -2%, -2%, 1%, -9, -2%, 1%, 22%, 6%, -8%
> C=CCn1c(C)nnc1SCC(=O)Nc1ccccc1C(=O)NC1CC1
  nt, 8%, 0%, -3%, 0%, 9, 3%, -2%, nt, nt, nt
> COc1ccccc1NS(=O)(=O)c1ccc(C(=O)Nc2ncccc2O)cc1
  nt, 3%, 3%, ?, ?, -17, ?, -18%, nt, nt, nt
> COCC(CN1CCN(C2=NS(=O)(=O)c3ccccc32)CC1)OC(=O)c1ccc(OC)cc1 (configuration not stated)
  nt, 2%, -4%, -4%, 5%, 5, 1%, -2%, -3%, -1%, -7%
> O=C1c2ccccc2C(Nc2ccc3c(c2)OCO3)N1Cc1ccc2c(c1)OCO2 (configuration not stated)
  -1%, -19%, 1%, 2%, -3%, -5, 18%, 4%, ?, 7%, ?
> NC(=S)Nc1cccc2[nH]ccc12
  -1%, -4%, -1%, -1%, 1%, 18, -3%, 30%, 14%, -3%, 0%
> O=C(CC1(O)C(=O)Nc2ccccc21)c1ccc(-n2cnnn2)cc1 (configuration not stated)
  nt, 0%, 4%, 20%, 0%, 20, 8%, 31%, 15%, -3%, -1%
> COc1cc(CCC(=O)OCC(=O)Nc2ccc(F)cc2F)cc(OC)c1OC
  nt, 2%, -3%, -1%, -4%, 27, -2%, 7%, -3%, 4%, -20%
> CCC(C)(C)NC(=O)CN(Cc1ccc2c(c1)OCO2)C(=O)CCC(=O)Nc1ccccn1
  -14%, -13%, -3%, 0%, -4%, 5, -13%, -11%, -20%, -6%, 0%
> CC(=O)Nc1ccc(S(=O)(=O)N2CCCC3CCCCC32)cc1 (configuration not stated)
  nt, 1%, -2%, 1%, 1%, 27, -4%, -5%, nt, nt, nt
> COC(=O)/C(C#N)=C/c1c(Oc2cccc(C)c2)nc2ccccn2c1=O
  -5%, 2%, 0%, 1%, -5%, -12, 0%, 5%, -11%, -3%, nt
> CCOCCCNC(=O)c1ccc2c(c1)N=C(CC)c1cc(Br)ccc1S2
  4%, -17%, -23%, -32%[inhibitor], ?, 5, -2%, -17%, 27%, -2%[10 µM], -6%
> COCCCN1C(=O)c2ccc(C(=O)OCC(=O)NCc3ccccc3OC)cc2C1=O
  10%, 5%, 2%, -4%, 3%, -5, 17%, 10%, 35%, -9%, nt
> CCNC(=S)N/N=C(\C)c1cccc([N+](=O)[O-])c1
  1%, 0%, 1%, 2%, 1%, 1, -3%, 4%, 4µM*, 4.5µM*, 2%
> CCCCCCCCC(NC(=O)c1ccc(C#N)cc1)C(=O)NCCC (configuration not stated)
  nt, -1%, -2%, -3%, 0%, 17, -7%, -4%, nt, nt, nt
> CCOC(=O)c1c(-c2ccccc2)csc1NC(=O)C1CCCO1 (configuration not stated)
  -1%, -12%, 1%, -5%, 1%, 1, 0%, 0%, 12%, -5%, 1%
> CCOC(=O)c1c(NC(=O)CSc2nnnn2C)sc(CC)c1C
  4%, 0%, -3%, 2%, -23%, 5, -4%, -34%, ?, 2%, -2%
> CC(=O)c1c(C)[nH]c(C(=O)OCC(=O)Nc2cccc(S(=O)(=O)N3CCCC3)c2)c1C
  -2%, -20%, -9%, -17%, 1%, -1, 2%, -61%, -24%, ?, 1%
> COc1ccc(/C=N/NC(=O)C(=O)N2CCCC2)cc1OC
  -10%, -10%, -2%, 11%, 0%, -9, 4%, -3%, 24%, -11%, 3%
> Cc1oc(-c2cc(Cl)cc(Cl)c2)cc1C(=O)NCCc1ccccc1
  0%, 2%, -1%, -3%, 0%, -21, -2%, 25%, -7%, -4%, 6%
> Cc1ccc(C(=O)N(CN2CCCC2=O)c2ccccc2)cc1
  -31%, 6%, -1%, -2%, 0%, -14, 1%, 14%, 10%, 4%, -13%
> COC(=O)c1[nH]c2ccc(Cl)cc2c1NC(=O)CCN1CCOCC1
  0%, 1%, -3%, -2%, -1%, 9, -4%, -2%, 17%, 3%, -4%
> O=C(O)C1CCN(C(=O)COc2ccc3c(c2)oc(=O)c2ccccc23)CC1
  23%, ?, 2%, -2%, 5%, 12, 23%, -6%, -16%, -4%, -3%
> Cc1cc(C)cc(-c2nnc(SCC(=O)c3c(N)n(C4CC4)c(=O)[nH]c3=O)o2)c1
  nt, 4%, -9%, -4%, 1%, -9, -2%, 5%, nt, nt, nt
> COc1ccc([N+](=O)[O-])cc1NC(=O)CSc1nc(C)cc(C)n1
  11%, 4%, 0%, -1%, -2%, -14, -4%, -44%, ?, 4%, 6%
> CCCCNC(=O)C(c1ccc(OCC(=O)OC)c(C(=O)OC)c1)N(CCc1c[nH]c2ccccc12)C(=O)CCCCCN1C(=O)NC(c2ccc(-c3ccccc3)cc2)C(C(=O)OCc2ccccc2)=C1C (configuration not stated)
  -14%, 0%, -3%, -5%, 5%, nt, -12%, nt, 0%, -11%, nt
> Fc1c(F)c(-n2nnc3ccccc32)c(F)c(F)c1Cl
  nt, -2%, 3%, 4%, 5%, -7, 5%, 0%, -10%, 10%, 3%
> O=C(NCc1ccc(Cl)cc1)C(=O)NCC1OCCN1C(=O)c1ccc(Cl)cc1 (configuration not stated)
  -2%, -10%, -3%, -4%, -7%, 9, -1%, -10%, 44%, -8%, -4%
> Cc1ccc2nc(-c3ccccc3)c(CN3CCN(c4ccccc4F)CC3)n2c1
  0%, ?, -4%, -1%, 7%, -7, -4%, -11%, 8.9µM*, ?, -14%
> CCN(CC(=O)Nc1ccc(OC(F)F)cc1)C1CCCCC1
  0%, 0%, -4%, -3%, -4%, 13, -3%, -26%, 2%, 2%, -3%
> O=C(Nc1cccnc1)c1cc2cc(Br)ccc2oc1=O
  8%, -4%, -1%, -1%, 2%, 1, 5%, -11%, 7%, 1%, 7%
> COc1ccc(NC(=O)c2cccc(Cn3cc(Br)cn3)c2)cn1
  -11%, -9%, 0%, 2%, -5%, -4, -4%, 3%, 43%, -5%, -19%
> O=C(Nc1ccon1)c1ccccc1Cl
  -1%, 2%[2.3 µM], 7%, 3%, 6%, 13, 24%, 6%, 16%, 10%, 28%
> COC(=O)[C@H]1C[C@@H]1[C@H](NC(=O)OCc1ccccc1)c1ccccc1
  -2%&-1%, 3%, -1%, -3%, -1%, 7, -6%, 5%, 10%&7%, -2%&17%, -11%&0%
> CC(=O)/C=C\c1ccccc1OC(=O)c1cc2ccccc2oc1=O
  1%[11.5 µM], -4%, -6%, -2%, 2%, -11, 4%, 0%, -23%, 16%, -3%
> CC(=O)N(C)c1nnc(-c2ccccn2)s1
  -21%, ?, 27%, 15%, ?, 0, 21%, ?, -30%, -6%, 1%
> CCN(CC)c1ccc(/C=N/N2CCN(Cc3ccc(C)cc3C)CC2)c(O)c1
  20%, 7%, 0%, -7%, -1%, 34[activator], -12%, -7%, 5%, 1%, 12%
> NC(=O)c1sc(-c2ccsc2)cc1NS(=O)(=O)c1ccc(C(F)(F)F)cc1
  10%, -4%, 0%, -1%, -7%, -14, 8%, -63%, -1%, -6%, nt
